Source: PubChem
RXFP1 agonist = qHTS Assay for Agonists of the Relaxin Receptor RXFP1 | Relaxin receptor 1 (Homo sapiens), Q9HBX9 | HEK293T-RXFP1 cAMP TR-FRET, 30 min; response scale: percent of porcine relaxin response, buffer zero | Potency, µM (doses to about 57.5 µM), for inactives: at the top dose activation, usual class: activators | 370,000 compounds, 0.3% hits | AID 2676, 2010; note: potency is the fitted concentration of half-maximal effect; % is set by controls: 0 for no effect and ±100 for the full control effect; nearly all actives have a fitted effect of over 60% in size; many of its hits are not listed in these tables
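cAMP rise read by TR-FRET after 30 min, 37C compound exposure (up to 58 uM) in RXFP1-transfected HEK293 cells with Ro 20174 present. EC50 from Hill-equation fits, with 29 nM porcine relaxin as 100% and buffer as basal.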
RXFP1 antagonist = qHTS Assay for Antagonists of the Relaxin Receptor RXFP1. Relaxin receptor 1 (Homo sapiens), Q9HBX9. HEK293-RXFP1, relaxin-stimulated cAMP HTRF, 30 min; hits give low values. activity change, negative = inhibition, % at 57.5 µM. 350,000 compounds, 0.59% hits. AID 1259400, 2018;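 active = activity change of -60% or lower, but not beyond a set lower limit; inconclusive = change between -60% and -40%, or beyond the set limit; inactive = change above -40%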; note: % is set by controls: 0 for no effect and ±100 for the full control effect
D1 ag = Allosteric Agonists of the Human D1 Dopamine Receptor: qHTS | D(1A) dopamine receptor (Homo sapiens), P21728 | HEK293 T-REx D1 cells, calcium flux, agonist mode | activation, % at 2 µM | 360,000 compounds, 1% hits; in the data active = activation above about 30%; note: 0% is about no effect
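Inducible HEK293 T-REx D1 cells, force-coupled to calcium signalling, were plated at 4000 cells/well with tetracycline and held overnight at 30 C. After no-wash calcium dye loading, compound-evoked calcium rise over 180 s flagged agonists.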
Vif-A3G inh = qHTS for Inhibitors of Vif-A3G Interactions: qHTS. DNA dC->dU-editing enzyme APOBEC-3G (Homo sapiens), Q9HC16. HeLa A3G-eYFP + Vif (tagged APOBEC3G with the HIV-1 protein that degrades it), YFP fluorescence, overnight. Potency, µM (titrated, usually from 46.1 µM), for inactives: at the highest dose activity, negative = active, actives largely listed as inhibitors. 410,000 compounds, 0.076% hits. AID 602310, 2012;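 note: potency is the fitted concentration of half-maximal effect; % is set by controls: 0 for no effect and ±100 for the full control effect; nearly all actives have a fitted effect of over 60% in size; hits raise eYFP signal because A3G escapes Vif-driven loss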
Target sequence (Q9HC16 whole entry, looked up): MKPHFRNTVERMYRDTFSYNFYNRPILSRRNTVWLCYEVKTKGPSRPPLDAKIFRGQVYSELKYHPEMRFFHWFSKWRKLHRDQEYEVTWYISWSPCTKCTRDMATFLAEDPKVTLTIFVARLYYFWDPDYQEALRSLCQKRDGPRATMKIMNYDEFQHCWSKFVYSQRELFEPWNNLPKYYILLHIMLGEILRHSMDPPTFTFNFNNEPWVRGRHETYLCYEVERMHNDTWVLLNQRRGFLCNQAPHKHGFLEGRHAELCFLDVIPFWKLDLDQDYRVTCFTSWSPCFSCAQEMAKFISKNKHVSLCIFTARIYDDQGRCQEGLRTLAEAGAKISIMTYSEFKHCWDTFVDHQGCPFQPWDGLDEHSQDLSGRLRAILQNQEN
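Read-out is eYFP fluorescence (Ex 488/Em 500-530) from Vif-expressing HeLa A3G-eYFP cells; more signal means A3G escaped Vif-mediated degradation. Cells plated overnight, compound pinned in, incubated overnight at 37 deg C.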
Glioma ERSR ind = qHTS for Inducers of the Endoplasmic Reticulum Stress Response (ERSR) in Human Glioma: qHTS. AID 602332, 2012. 420,000 compounds, 0.02% hits. Potency, µM, inactives show top-dose activation, usual class: activators. U87-MG GRP78 promoter luciferase reporter, 16 h; note: potency is the fitted concentration of half-maximal effect; series mostly up to about 76 µM; % of control where 0% means no effect; nearly all actives have a fitted effect of over 35% in size
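ERSR induction read as luciferase luminescence (Bright-Glo, 10 min at room temperature) in stably transfected human U87-MG glioma cells exposed to compounds for 16 h, using GRP78 as sensor.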
D1 antagonist = Antagonist of Human D 1 Dopamine Receptor: qHTS; D(1A) dopamine receptor (Homo sapiens), P21728; HEK293 TREx D1 cells, calcium flux, dopamine EC80; hits give low values; activity change, negative = inhibition, % at 10 µM; 360,000 compounds, 3.2% hits; AID 504652, 2011; in the data active = activity change below about -30%; note: % is set by controls: 0 for no effect and ±100 for the full control effect
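Tetracycline-induced HEK293 T-REx cells with force-coupled D1 receptor were loaded with a no-wash calcium dye. Compound was added after a 10 s baseline and read kinetically for 180 s; EC80 dopamine was then added and calcium flux followed another 180 s.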
Vif-A3F inh = qHTS for Inhibitors of Vif-A3F Interactions: qHTS; 390,000 compounds, 0.2% hits; HeLa A3F-eYFP + Vif (tagged APOBEC3F with the HIV-1 protein that degrades it), YFP fluorescence increase; AID 602313, 2012; Potency, µM (highest dose often 46.1 µM), for the others: at the highest dose activity, negative = active; note: potency is the fitted concentration of half-maximal effect; % of control where 0% means no effect; nearly all actives have a fitted effect of over 65% in size
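Fluorescence increase (Ex 488/Em 500-530) after overnight compound treatment at 37 deg C flags inhibition of Vif-driven A3F-eYFP loss in stable HeLa A3F-eYFP/Vif cells seeded overnight beforehand.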
D2 PAM = HTS Assay for Positive Allosteric Modulators of the Human D2 Dopamine Receptor: Primary Screen for Potentiators; potentiation, % at 10 µM; AID 485347, 2010; D(2) dopamine receptor (Homo sapiens), P14416; 340,000 compounds, 0.34% hits; HEK293 T-REx D2, calcium flux, EC20 dopamine potentiation;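 active = potentiation over 3 SD above the plate norm, cut at about 30% in these data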; note: 0% is about no effect
Target sequence (P14416 whole entry, looked up): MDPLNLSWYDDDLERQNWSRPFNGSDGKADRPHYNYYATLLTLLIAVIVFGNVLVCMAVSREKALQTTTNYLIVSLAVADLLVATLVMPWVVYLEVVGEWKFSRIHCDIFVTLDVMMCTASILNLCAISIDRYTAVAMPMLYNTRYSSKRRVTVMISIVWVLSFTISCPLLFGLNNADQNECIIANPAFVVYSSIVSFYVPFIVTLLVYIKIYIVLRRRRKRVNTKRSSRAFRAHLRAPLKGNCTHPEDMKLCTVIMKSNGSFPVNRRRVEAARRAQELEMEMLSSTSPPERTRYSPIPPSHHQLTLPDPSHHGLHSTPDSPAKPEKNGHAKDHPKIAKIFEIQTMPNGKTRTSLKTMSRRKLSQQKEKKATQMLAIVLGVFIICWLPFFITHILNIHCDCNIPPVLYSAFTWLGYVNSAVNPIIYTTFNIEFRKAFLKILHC
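Tetracycline-induced HEK293 T-REx cells force-coupled to calcium signalling expressed D2; compounds were pin-added after a 10 s baseline, read kinetically 180 s, then an EC20 dopamine challenge followed with a further 180 s calcium read.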
D1 PAM = Potentiators of Human D1 Dopamine Receptor: qHTS. HEK293 TREx D1 cells, calcium flux, dopamine EC20 potentiation. potentiation, % at 10 µM. 360,000 compounds, 0.036% hits; in the data active = potentiation above about 30%; note: 0% is about no effect
Starred values were filed as active, the others as inactive; ? = inconclusive; . = not tested or not shown. Unless noted, calls come from the whole dose curve; as a rule, active = well fitted curve in the direction sought with a large enough effect; inconclusive = small, poorly fitted or top-dose-only effect, or another doubt; inactive = no such curve, though single readings can be large; an effect the other way counts as inactive or inconclusive.

SMILES	RXFP1 agonist	RXFP1 antagonist	D1 ag	Vif-A3G inh	Glioma ERSR ind	D1 antagonist	Vif-A3F inh	D2 PAM	D1 PAM
Cc1ccc(S(=O)(=O)N(C)CC(=O)NCC(c2ccco2)N(C)C)cc1 (configuration not stated)	-0.5%	5	10	2%	-1%	33	6%	9	.
Cc1ccccc1-n1c(SCC(=O)N/N=C/c2ccccc2OCC(=O)O)nc2ccccc2c1=O	-2.3%	-7	1	3%	-1%	0	4%	13	8
Cc1nc(N)nc(-c2ccccc2O)n1	0.3%	-9	-1	-1%	2%	.	-11%	-11	-4
N#CC(C(=O)OC1CCCCC1)c1nc2ccccc2nc1N1CCOCC1 (configuration not stated)	7.0%	12	1	?	-5%	5	-5%	12	-3
CCN1CCN(C(=O)c2ccc(C)c(S(=O)(=O)Nc3cccc(C)c3)c2)CC1	-2.6%	-4	1	2%	-3%	1	3%	-19	-12
Cn1ncc(Cl)c1C(=O)N/N=C/c1cccc(OC2CSC2)c1	6.9%	-2	11	0%	0%	-45*	-6%	-3	-4
O=C(Nc1ccc(N2CCOCC2)c(Cl)c1)c1cccc(F)c1	-0.5%	-11	3	-7%	4%	-23	-1%	0	-1
Cc1ccc2nc(NC(=O)C3CCN(S(=O)(=O)c4cc([N+](=O)[O-])ccc4Cl)CC3)sc2c1	0.0%	-38	2	7%	1%	1	4%	13	-2
Cc1sc2nc(CN(C(=O)NC3CCCCC3)C3CCCCC3)[nH]c(=O)c2c1C	0.4%	4	0	1%	-1%	-3	-1%	-5	6
Fc1ccccc1NC(=S)NCCc1cccc(Cl)c1	0.2%	-1	1	2%	-1%	-19	-3%	-1	-9
COc1cc(NC(=O)CN2CCN(C(=O)c3ccco3)CC2)c(C)cc1[N+](=O)[O-]	.	-2	.	4%	-5%	.	3%	.	.
NS(=O)(=O)c1ccc(NC(=O)CN2CCN(Cc3ccccc3)CC2)cc1	2.4%	-22	11	3%	-3%	-18	4%	-3	0
Cc1ccccc1OCCC(=O)OCC(=O)NC1CCS(=O)(=O)C1 (configuration not stated)	1.4%	0	1	1%	-3%	0	1%	10	-7
CCN(c1ccccc1)S(=O)(=O)c1ccc(C(=O)NCCc2ccc(S(N)(=O)=O)cc2)cc1	2.1%	-4	1	2%	-4%	4	-8%	5	-1
CCC(CC)c1nnc(NC(=O)c2nc3nc(C)cc(C)n3n2)s1	-0.5%	0	2	-3%	5%	-7	-5%	3	-1
CNC(=O)C(=O)N1CCC2(CC1)OCCN2S(=O)(=O)c1ccc(C)cc1	0.8%	3	2	0%	-4%	0	-23%	0	7
CN(C)C=NC(=O)/C(C#N)=C1\CCc2ccccc2N1	0.5%	-9	1	-6%	-1%	-2	0%	13	1
O=Cc1ccc(-n2cncn2)cc1	3.1%	-11	3	1%	-3%	-2	1%	11	0
CC(C)(C)c1cc(NC(=O)CCl)n(-c2ccccc2)n1	-1.4%	-14	2	-22%	-13%	6	-4%	-5	-1
CCCOc1ccc(-c2nnc(-c3ccncc3)o2)cc1	8.0%	2	3	2%	3%	-14	-6%	-1	5
Cc1ccc(C)c(CSC2=NC(C)(C)Nc3ccccc32)c1	-1.1%	-27	0	.	.	-83*	.	5	-10
COCCOC(=O)C1=C(C)OC(N)=C(C#N)C1c1ccc2c(c1)OCO2 (configuration not stated)	-0.1%	-19	7	-1%	1%	-4	-15%	4	-4
CN(C)C(=S)Nc1ccc(Br)c(Cl)c1	1.2%	-8	3	-2%	1%	-12	5%	-1	-4
O=C(OCCCc1cc2ccccc2c(=O)o1)c1ccccc1C(F)(F)F	2.7%	.	5	4%	0%	.	4%	9	-5
Cc1ccc(S(=O)(=O)N/N=C/c2ccc(OCC(=O)Nc3ccccc3Cl)cc2)cc1	2.6%	-11	5	2%	-2%	10	8%	8	-6
CCOC(=O)C1CCCN(C(=O)COc2ccccc2F)C1 (configuration not stated)	3.1%	8	2	0%	-4%	-64*	-2%	-9	-5
CCCOc1ccccc1N1C(=O)CC(N(O)c2ccccc2)C1=O (configuration not stated)	-2.9%	7	2	-2%	0%	13	5%	24	2
NC(=O)c1cc([N+](=O)[O-])ccc1N1CCN(Cc2ccccc2)CC1	-1.7%	1	2	-7%	-4%	-3	-18%	-3	-2
Cc1cccnc1NC(=O)CN1C(=O)c2ccccc2S1(=O)=O	-0.2%	-37	2	4%	-3%	3	4%	-7	0
COc1ccccc1N(CC(=O)NCc1ccccc1)C(=O)CCC(=O)Nc1cc(C)ccn1	-0.7%	1	0	6%	-7%	-9	-8%	-6	0
Cc1ccccc1CN(C)Cc1cc(=O)oc2c(C)c(C)ccc12	-3.0%	10	3	-9%	8%	7	1%	4	-2
CCOC(=O)C1CCCN(c2c(NCCN3CCCCC3C)c(=O)c2=O)C1 (configuration not stated)	1.2%	.	-2	1%	-2%	2	-2%	0	1
CN1CCN(C(=O)/C(=C\c2cccs2)NC(=O)c2ccco2)CC1	2.6%	5	4	-3%	-4%	1	4%	-2	-1
Nc1cccc(C(=O)OCC(=O)Nc2cccc3c2C(=O)c2ccccc2C3=O)c1	2.9%	13	2	-8%	-3%	4	-10%	0	-4
COc1ccc(OCCSc2nnc(-c3cccnc3)n2N)cc1	1.6%	.	6	3%	1%	5	-4%	1	-1
CCOc1ccc(-c2nnc(SCC(=O)NCc3ccccc3)nc2-c2ccc(OCC)c(OC)c2)cc1OC	-1.2%	-30	10	-8%	-3%	3	8%	5	-2
COc1ccc(NC(=O)Cn2nnc(C(=O)NCc3ccccc3)c2N)c(OC)c1	0.9%	-25	0	-21%	-7%	1	-5%	-27	-1
CC(C)OCCCn1c(SCc2ccccc2C#N)nc2c(sc3ccccc32)c1=O	-1.6%	-1	-1	2%	-2%	20	0%	4	-1
O=C(O)c1ccc(N2N=C(c3ccccc3)CC2c2ccccc2)cc1 (configuration not stated)	26%	6	4	0%	-1%	5	11%	2	5
COC(=O)c1cc(OC)c(OC)cc1NC(=O)c1csc(C)c1	-1.7%	7	4	2%	-4%	8	-8%	-4	-1
CCc1ccc2c(c1)C(NC(C)=O)C(=O)N2CCN1CCOCC1 (configuration not stated)	1.5%	-9	2	0%	-2%	1	-3%	-5	2
O=C(CSc1ncnc2nc[nH]c12)Nc1ccc(Br)cc1Cl	15%	12	5	-5%	-1%	-11	0%	13	2
COC(=O)c1sccc1-n1cccc1C(=O)N1CCOCC1	-0.7%	-2	9	0%	-4%	-4	-9%	15	1
CCS(=O)(=O)N1CCC(C(=O)Oc2ccc(Cl)cc2)CC1	2.4%	-15	2	1%	-4%	16	-8%	15	-5
CC(C(=O)NCC1CCCCC1)N1CCN(S(=O)(=O)c2ccccc2F)CC1 (configuration not stated)	2.0%	4	4	1%	-2%	-3	10%	-2	12

Another view of part of the listing above.
SMILES | RXFP1 agonist | RXFP1 antagonist | D1 ag | Vif-A3G inh | Glioma ERSR ind | D1 antagonist | Vif-A3F inh | D2 PAM | D1 PAM
Cc1ccccc1CN(C)Cc1cc(=O)oc2c(C)c(C)ccc12 | -3.0% | 10 | 3 | -9% | 8% | 7 | 1% | 4 | -2
CCOC(=O)C1CCCN(c2c(NCCN3CCCCC3C)c(=O)c2=O)C1 (configuration not stated) | 1.2% | . | -2 | 1% | -2% | 2 | -2% | 0 | 1
CN1CCN(C(=O)/C(=C\c2cccs2)NC(=O)c2ccco2)CC1 | 2.6% | 5 | 4 | -3% | -4% | 1 | 4% | -2 | -1
Nc1cccc(C(=O)OCC(=O)Nc2cccc3c2C(=O)c2ccccc2C3=O)c1 | 2.9% | 13 | 2 | -8% | -3% | 4 | -10% | 0 | -4
COc1ccc(OCCSc2nnc(-c3cccnc3)n2N)cc1 | 1.6% | . | 6 | 3% | 1% | 5 | -4% | 1 | -1
CCOc1ccc(-c2nnc(SCC(=O)NCc3ccccc3)nc2-c2ccc(OCC)c(OC)c2)cc1OC | -1.2% | -30 | 10 | -8% | -3% | 3 | 8% | 5 | -2
COc1ccc(NC(=O)Cn2nnc(C(=O)NCc3ccccc3)c2N)c(OC)c1 | 0.9% | -25 | 0 | -21% | -7% | 1 | -5% | -27 | -1
CC(C)OCCCn1c(SCc2ccccc2C#N)nc2c(sc3ccccc32)c1=O | -1.6% | -1 | -1 | 2% | -2% | 20 | 0% | 4 | -1

Additional entries follow:
SMILES	RXFP1 agonist	RXFP1 antagonist	D1 ag	Vif-A3G inh	Glioma ERSR ind	D1 antagonist	Vif-A3F inh	D2 PAM	D1 PAM
CCn1c(=O)c([N+](=O)[O-])c(N2CCN(Cc3ccc4c(c3)OCO4)CC2)c2ccccc21	-0.1%	12	4	-5%	-5%	-20	-6%	-22	-7
O=C(OCC1CC(c2ccccc2)=NO1)c1ccco1 (configuration not stated)	-1.6%	-6	1	0%	3%	-9	-4%	-1	-4
CC(=O)N1CCN(C(=O)c2ccc(OC3CCN(CCc4ccccc4)CC3)cc2)CC1	-0.2%	8	5	-9%	-3%	-23	-8%	-4	-3
COc1ccc(/C=C(\NC(=O)c2cccs2)C(=O)NN)cc1OC	1.3%	6	6	8%	-3%	0	17%	9	-7
CCC(=O)Nc1ccc2c(c1)Cc1cc([N+](=O)[O-])ccc1-2	.	-1	.	-5%	3%	.	-19%	.	.

Some of the compounds tested; count on the stated rates, not on these rows.
